Shn3 inh set2: reduces Shn3 3'UTR luciferase signal in osteoblasts; 360,000 tested, 0.52% active; Clone20 osteoblast Shn3 3'UTR firefly luciferase, 24 h; inhibition, % at 12.5 µM;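 active means mean inhibition of at least 75% with every replicate also reaching 75%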;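 further: 0% = median of neutral control wells and 100% = pilot-screen positive control compound; some compounds past the cut are filed as inactive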
CF NFkB block: blocks PAF-induced NF-kB reporter in cystic fibrosis cells. 360,000 tested, 0.86% active. KKLEB NF-kB-GFP reporter, GFP fluorescence overnight. inhibition, % at 5 µM;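 active means at least 50% inhibition at 5 µM, scaled per plate between neutral and stimulator controls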;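 further: PAF is a Pseudomonas aeruginosa culture filtrate used as stimulus; plate controls were PAF-stimulated DMSO wells for no effect and unstimulated DMSO wells for full effect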
NR2E3 ag-1: agonists of human nuclear receptor NR2E3; 320,000 tested, 0.12% active; AID 2300; Q9Y5X4; GST-NR2E3/biotin-RetCOR TR-FRET, 1536-well; inhibition of corepressor binding, % at 4.78 µM;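 active means percent inhibition above the cutoff of mean plus 3 SD of all tested compounds, set per screening campaign, cut at about 20% in these data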;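 further: 0% = DMSO wells and 100% = biotin wells as full block of FRET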
Target sequence (Q9Y5X4 whole entry, looked up): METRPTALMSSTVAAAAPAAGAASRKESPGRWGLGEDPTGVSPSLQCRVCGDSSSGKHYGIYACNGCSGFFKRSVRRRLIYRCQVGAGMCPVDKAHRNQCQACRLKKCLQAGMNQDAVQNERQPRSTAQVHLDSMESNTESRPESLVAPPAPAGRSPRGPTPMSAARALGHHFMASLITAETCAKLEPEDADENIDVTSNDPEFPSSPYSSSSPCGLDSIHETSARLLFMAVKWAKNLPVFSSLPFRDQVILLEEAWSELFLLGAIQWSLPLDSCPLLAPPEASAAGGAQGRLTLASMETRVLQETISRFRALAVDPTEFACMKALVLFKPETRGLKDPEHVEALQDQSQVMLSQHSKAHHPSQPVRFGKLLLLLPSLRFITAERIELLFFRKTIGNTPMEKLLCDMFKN
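Format: 1536-well format; test system: GST-NR2E3 and biotin-RetCOR proteins; read-out basis: percent inhibition of TR-FRET ratio; timing: 5 h incubation at 4 °C; detection: time-resolved FRET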
TWEAK Fn14 block: blocks TWEAK-Fn14 interaction in a reporter cell assay. 360,000 tested, 2% active. AID 1159606. inhibition, % at 10 µM. TWEAK-stimulated Fn14 reporter cells, luciferase luminescence, 8 h; in the data active means inhibition above about 50%
TROY NFkB inh: blocks TROY-dependent signaling in reporter cells; 360,000 tested, 0.98% active; Q293 LMP1-TROYcd NF-kB luciferase reporter, 4 h; inhibition, % at 10 µM;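 active means compounds whose plate-normalised and pattern-corrected inhibition of the luciferase reporter signal at the single screening dose is 50% or more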
TRPM1 prom inh: MITF TRPM1 promoter inhibition in SK-MEL-5 cells | SK-MEL-5 TRPM1 promoter luciferase, 24 h | inhibition, % at 12.5 µM | 330,000 tested, 0.83% active | AID 488899;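 active means mean inhibition across replicates of 60% or more, whatever share of single replicates reaches that level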; further: values of inactives mirror those of a sister screen read the other way
KKLEB cytotox: CF airway cell cytotoxicity counter-screen. AID 602141. KKLEB CF airway cells viability, ATPlite luminescence, overnight; stronger effect = lower value; cells stimulated with P. aeruginosa culture filtrate. 360,000 tested, 0.36% active. activity change (cytotoxicity), % at 5 µM;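 active means corrected activity change at or below -50% at 5 µM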
NR2E3 ag-2: agonists of human NR2E3 nuclear receptor | inhibition of corepressor binding, % at 3.98 µM | AID 602229 | Q9Y5X4 | 360,000 tested, 0.35% active | CHO-S Gal4-NCOR/VP16-NR2E3 two-hybrid, luciferase;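 active means inhibition above the mean of all tested compounds plus 3 SD, cut at about 70% in these data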;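 further: 0% = DMSO with NR2E3 transfected cells and 100% = cells lacking NR2E3 construct; higher means lower luciferase signal from less NR2E3 corepressor binding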
Peg3 prom inh: reduces Peg3 promoter-driven luciferase expression in HeLa; HeLa PEG-Prom luciferase reporter, luminescence, overnight; inhibition, % at 20 µM; 360,000 tested, 1.7% active; AID 588405;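 active means inhibition of at least 50% at 20 µM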
HIF-2a block: blocks HIF-2a reporter activity | AID 624352 | 360,000 tested, 0.72% active | inhibition, % at 18.8 µM | 786-0 RCC cells HIF-2a reporter, luciferase luminescence, overnight;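 active means inhibition of the luminescence signal of 40% or more relative to plate controls, in a single-dose primary screen at 18.75 µM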
TRAIL sens C8: sensitizes caspase-8 expressing cells to TRAIL | NB7+C8 cells + TRAIL, ATPlite viability luminescence | 360,000 tested, 1% active | inhibition (viability loss, TRAIL sensitization), % at 10 µM | AID 624354;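 active means compounds causing at least 50% loss of cell viability in the single-dose screen, relative to plate controls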
Starred values were filed as active, the others as inactive; . = not tested or not shown. This is a subset, so the mix of outcomes need not match the whole.

Structure | Shn3 inh set2 | CF NFkB block | NR2E3 ag-1 | TWEAK Fn14 block | TROY NFkB inh | TRPM1 prom inh | KKLEB cytotox | NR2E3 ag-2 | Peg3 prom inh | HIF-2a block | TRAIL sens C8
O=C(c1cnn(-c2ccccc2)c1-n1cccc1)N1CCN(C2CCCCC2)CC1 | 29 | 6 | 1 | 7 | -8 | . | 12 | 4 | 15 | 9 | 6
CCCCC[C@@H]1CCCCC[C@H](O)C[C@H](O)[C@@H](O)/C=C/C(=O)O1 | . | . | . | -25 | -3 | . | . | 3 | . | 22 | -4
CCN(CC(=O)Nc1ccc(OC)cc1)CC(=O)N1CC(=O)Nc2ccccc21 | -5 | 6 | 0 | 13 | -13 | 12 | 12 | -27 | -6 | 1 | -8
COc1ccc(CCN2CC(C(=O)NCC(c3ccccc3)N(C)C)CC2=O)cc1OC (stereo not given) | -2 | 5 | . | 18 | -7 | -1 | -32 | 19 | 4 | 14 | -9
Cc1cc(C(=O)Nc2ccccc2C(=O)O)oc1C | 12 | -12 | 2 | -23 | -11 | -1 | -4 | -19 | -22 | -39 | 6
COCCN(C(=O)Nc1ccccc1OC)c1nc2ccccc2s1 | -2 | 13 | 3 | -38 | -8 | -23 | -10 | -18 | -32 | -68 | -19
CCN1C(=O)C(CC(=O)NCCc2ccccc2)N(NC(=O)c2cccnc2)C1=S (stereo not given) | -4 | -2 | 3 | 12 | -1 | -2 | -6 | -14 | 13 | 19 | -1
O=C1[C@H]2[C@@H](c3ccc(Cl)cc3)N3C(=O)N(c4cccc(Cl)c4)C(=O)[C@@]3(Cc3ccccc3)[C@H]2C(=O)N1C1CCCCC1 | 18 | 7 | 5 | -4 | 10 | -5 | -7 | -14 | 12 | -3 | 15
Cc1ccc(C)c2[nH]c(=O)c(C(c3nnnn3CCc3ccccc3)N3CCOCC3)cc12 (stereo not given) | 13 | -8 | 2 | 15 | -2 | 5 | -15 | 0 | 2 | 2 | 2
CCOC(=O)CN(Cc1sccc1C)C(=O)Nc1ccc(OC)cc1OC | 6 | 2 | -7 | 4 | 5 | 6 | 5 | 8 | 5 | 17 | -8
Cc1cc(NC(=O)NCc2ccccc2)c(=O)n(Cc2ccc(F)cc2)c1 | 9 | 20 | 0 | 3 | 3 | -20 | -15 | -15 | -13 | -33 | 28
COc1ccc(-n2c(Cc3cccn3C)nnc2SCC(=O)Nc2ccccc2OC)cc1 | 7 | -13 | 2 | 16 | -1 | -6 | 9 | 3 | 3 | -4 | -3
Cn1c(SCC(=O)Nc2ccc3nc(SCC(=O)N4CCCC4)sc3c2)nnc1-c1ccc(N)cc1 | -1 | 2 | . | -18 | -9 | 9 | -2 | 4 | 9 | -10 | 3
Cc1cc(C)nc(NC(=O)/C=C/c2cccs2)c1 | -63 | -9 | 5 | -2 | -38 | -70 | -3 | -66 | -246 | -322 | 31
CCn1c(=O)cc(N2CCCCC2)[nH]c1=O | -8 | -5 | 3 | 4 | -18 | -2 | -12 | 3 | -3 | 7 | 2
O=C(CCCn1c(SCC(=O)c2ccccc2)nc2ccccc2c1=O)NCC1CCCO1 (stereo not given) | -8 | 4 | 6 | -4 | -18 | 4 | 17 | -2 | 13 | 11 | -2
COc1ccc(CCN(C)C(=O)c2ccc(S(=O)(=O)NCc3ccco3)cc2)cc1OC | -20 | 2 | 0 | 3 | -5 | 20 | 0 | -28 | 13 | 26 | -5
COc1ccc(CNC(=O)COC(=O)c2cc3ccccc3cc2O)cc1OC | -11 | -22 | . | -12 | 12 | 7 | 17 | -43 | 0 | 5 | -5
CCN(CC)C(CNC(=O)CSc1nnnn1-c1ccc(C)c(C)c1)c1ccco1 (stereo not given) | 5 | 11 | 1 | 18 | -20 | -2 | 6 | 5 | -4 | -4 | 2
Cc1ccc2oc(Nc3nc(C)c(C)c(C)n3)nc2c1 | -29 | -8 | 3 | -18 | -53 | -96 | 2 | -101 | -195 | -230 | 12

Structure | Shn3 inh set2 | CF NFkB block | NR2E3 ag-1 | TWEAK Fn14 block | TROY NFkB inh | TRPM1 prom inh | KKLEB cytotox | NR2E3 ag-2 | Peg3 prom inh | HIF-2a block | TRAIL sens C8
COc1cc(NC(=O)CN2CC(c3ccccc3)CC2=O)cc(OC)c1 (stereo not given) | -39 | 5 | 2 | 9 | -23 | . | -5 | -6 | 10 | 7 | -1
CCOc1ccc(CCNC(=O)c2ccc3nc(CC)c(CC)nc3c2)cc1 | 1 | -2 | 0 | 11 | -12 | 9 | 16 | 18 | 6 | 4 | -2
CCOC(=O)CON1C(=O)C(=O)N(OCC(=O)OCC)[C@H]2CCCC[C@H]21 | 3 | -6 | 2 | -6 | -11 | 5 | 8 | 7 | 1 | 22 | -2
Cc1cc(=O)[nH]c(=O)n1Cc1ccccc1 | 0 | -3 | 0 | 3 | 11 | -6 | 10 | -9 | 14 | 15 | -7
CCOc1cc(CN2CCC(n3nccc3NC(=O)C3CC3)CC2)ccc1O | 11 | -5 | 1 | -20 | -10 | -7 | -3 | -7 | 7 | 6 | -4
COc1ccc(-c2csc(NC(C)c3nc4cc(Cl)c(N5CCCCC5)cc4n3CCOCCO)n2)cc1 (stereo not given) | 23 | 11 | 5 | -23 | 1 | -3 | -8 | 7 | 26 | 14 | 9
CCn1c2ccccc2c2cc(NC(=O)COC(=O)c3cc(Cl)c(N)cc3OC)ccc21 | 10 | 3 | -2 | 11 | 9 | 6 | -6 | -12 | 14 | 13 | -8
Cc1cccc(OCC(=O)Nc2ccc(S(=O)(=O)Nc3onc(C)c3C)cc2)c1C | 16 | 1 | 2 | 12 | 4 | 1 | 5 | -14 | 8 | 7 | -9
O=C(N/N=C/c1ccc(O)c(O)c1)c1cccc(S(=O)(=O)N2CCCCC2)c1 | -4 | -11 | -5 | -16 | -6 | 5 | 8 | -1 | -1 | 17 | 2
COc1ccc(C(CNC(=O)c2oc3cc(Br)ccc3c2C)N2CCCCC2)cc1 (stereo not given) | -3 | 6 | -2 | -10 | -33 | -20 | 6 | -11 | 33 | 9 | 25
CCCC(c1nnnn1Cc1cccs1)N1CCN(c2nc3ccccc3s2)CC1 (stereo not given) | 14 | 22 | 5 | 17 | 22 | 2 | -14 | -28 | 15 | -10 | 16
CCn1cc([C@@H]2C[C@H]3CN(Cc4cccc(Cl)c4)C(=O)[C@]34CCCN24)c(C)n1 | 3 | 2 | -3 | 1 | -4 | -1 | 6 | 12 | 21 | 16 | -7
O=C(/C=C/c1ccccc1Cl)NCCN1CCOCC1 | 2 | 0 | 1 | 3 | 8 | -4 | -8 | 16 | -9 | -13 | -26
COc1ccc(C)cc1NC(=O)C1CCCN(S(=O)(=O)c2cccc3nonc23)C1 (stereo not given) | 3 | -23 | -2 | -7 | 5 | -9 | -17 | 18 | 20 | 16 | 5
O=C(CC1C(=O)NCCN1Cc1cccc(C(F)(F)F)c1)NC1CCCCCC1 (stereo not given) | -13 | -5 | -1 | 2 | 0 | 6 | 10 | -20 | 1 | -21 | 0
CCn1c(CSc2nc3ccccc3s2)nnc1SCC(=O)c1ccc(Cl)cc1 | 9 | -5 | -1 | -8 | 23 | -4 | -8 | -13 | -10 | -59 | -7
CN(C)S(=O)(=O)c1ccc(Cl)c(C(=O)OCC(=O)NNC(=O)c2cccs2)c1 | -7 | 12 | -1 | 9 | -4 | 1 | 8 | -2 | 7 | 2 | -15
COc1ccc(CNC(=O)CCSCc2cccc(F)c2)cc1 | 2 | -3 | 0 | -19 | -1 | 2 | 1 | -15 | -6 | 0 | 1
CCNC(=S)Nc1cccc(F)c1C | 10 | 8 | 3 | 15 | 0 | 6 | -5 | -2 | 2 | 6 | -12
COc1cc(-c2csc(C)n2)ccc1O | -10 | 0 | -2 | -17 | -21 | 1 | 3 | -21 | -25 | -29 | 9

Rewritten with values under each structure: 10 of the compounds above
Under each structure – Shn3 inh set2, CF NFkB block, NR2E3 ag-1, TWEAK Fn14 block, TROY NFkB inh, TRPM1 prom inh, KKLEB cytotox, NR2E3 ag-2, Peg3 prom inh, HIF-2a block, TRAIL sens C8
COc1ccc(CCN(C)C(=O)c2ccc(S(=O)(=O)NCc3ccco3)cc2)cc1OC
→ -20, 2, 0, 3, -5, 20, 0, -28, 13, 26, -5
COc1ccc(CNC(=O)COC(=O)c2cc3ccccc3cc2O)cc1OC
→ -11, -22, ., -12, 12, 7, 17, -43, 0, 5, -5
CCN(CC)C(CNC(=O)CSc1nnnn1-c1ccc(C)c(C)c1)c1ccco1 (stereo not given)
→ 5, 11, 1, 18, -20, -2, 6, 5, -4, -4, 2
Cc1ccc2oc(Nc3nc(C)c(C)c(C)n3)nc2c1
→ -29, -8, 3, -18, -53, -96, 2, -101, -195, -230, 12
COc1cc(NC(=O)CN2CC(c3ccccc3)CC2=O)cc(OC)c1 (stereo not given)
→ -39, 5, 2, 9, -23, ., -5, -6, 10, 7, -1
CCOc1ccc(CCNC(=O)c2ccc3nc(CC)c(CC)nc3c2)cc1
→ 1, -2, 0, 11, -12, 9, 16, 18, 6, 4, -2
CCOC(=O)CON1C(=O)C(=O)N(OCC(=O)OCC)[C@H]2CCCC[C@H]21
→ 3, -6, 2, -6, -11, 5, 8, 7, 1, 22, -2
Cc1cc(=O)[nH]c(=O)n1Cc1ccccc1
→ 0, -3, 0, 3, 11, -6, 10, -9, 14, 15, -7
CCOc1cc(CN2CCC(n3nccc3NC(=O)C3CC3)CC2)ccc1O
→ 11, -5, 1, -20, -10, -7, -3, -7, 7, 6, -4
COc1ccc(-c2csc(NC(C)c3nc4cc(Cl)c(N5CCCCC5)cc4n3CCOCCO)n2)cc1 (stereo not given)
→ 23, 11, 5, -23, 1, -3, -8, 7, 26, 14, 9

Next structures:
Structure | Shn3 inh set2 | CF NFkB block | NR2E3 ag-1 | TWEAK Fn14 block | TROY NFkB inh | TRPM1 prom inh | KKLEB cytotox | NR2E3 ag-2 | Peg3 prom inh | HIF-2a block | TRAIL sens C8
CCC1(C(=O)OC)NC(c2ccco2)C2C(=O)N(c3ccccc3)C(=O)C21 (stereo not given) | 25 | 12 | 1 | -16 | -24 | -8 | -7 | 12 | -19 | -2 | -6
CCOc1ccc(C(=O)COC(=O)CN2C(=O)NC3(CCCCC3C)C2=O)cc1 (stereo not given) | -2 | 16 | 1 | -11 | -8 | -9 | -6 | -14 | -8 | 3 | -2
CC1=[N+]([O-])C(C)(C)C(C)N(O)C1=O (stereo not given) | 10 | -8 | -1 | 7 | 14 | 7 | 5 | -28 | 24 | 15 | -14
COc1cccc(/C=C(/C(=O)OCC(N)=O)c2ccccc2)c1 | -16 | 4 | 5 | -12 | 3 | -2 | 6 | 9 | 5 | 17 | -3
CCOC(=O)c1csc(NC(=O)CSc2nnnn2CC)n1 | -24 | -1 | 1 | -12 | -10 | 6 | 6 | 7 | 5 | 11 | 1
